# Bioassay records as filed in PubChem BioAssay.
# Growth percent in the NCI-60 one-dose screen (48 h, 10 µM unless noted): 100 = growth as untreated, 0 = no growth, -100 = all killed.
# HCC-2998: HCC-2998 colon cancer; AID 1794799; actives 4.7% (n = 79,000)
# DU-145: DU-145 prostate cancer; actives 4.2% (n = 81,000)
# SF-539: SF-539 CNS cancer; actives 6.8% (n = 81,000); AID 1794752
# SNB-19: SNB-19 CNS cancer cells. actives 2.5% (n = 81,000)
# SF-268: SF-268 CNS cancer cells. actives 3.1% (n = 82,000)
# U251: U251 CNS tumor cells | actives 5.4% (n = 80,000)
# SNB-75: SNB-75 CNS cancer; AID 1794750; actives 5% (n = 79,000)
# PC-3: PC-3 prostate cancer cells | AID 1794754 | actives 3.9% (n = 80,000)
# SF-295: SF-295 CNS cancer cells. actives 5.6% (n = 79,000). AID 1794758
# The depositor's hits bear a star; x = not tested or not shown; & = joins results of further samples. How the source made its calls: active means growth percent below 10; inactive means the rest.
[1] N#Cc1ccc2c(c1)CN(c1ncc(Cc3cccc(-n4cccn4)c3)s1)CC2
[2] COc1ccc(CCN2C(=O)CCSC2=S)cc1
[3] COc1cccc(C(=O)Nc2nnc(CCS(=O)(=O)c3ccc(C)cc3)s2)c1
[4] Nc1n[n+](-c2ccc(Cl)cc2)no1
[5] Cc1noc(N)c1C(=O)Nc1ccc(C(F)(F)F)cc1
[6] COc1cc(NS(C)(=O)=O)ccc1Nc1c2ccc([N+](=O)[O-])cc2nc2c(C)cccc12
[7] COc1ccc(OC)c(-c2cnc3nonc3n2)c1
[8] N#CCCNCCNCCC#N

screen / no.,1,2,3,4,5,6,7,8
HCC-2998,80,106,99,101,108,-1.9*,109,86
DU-145,88,14,106,106,114,-13*,109,107
SF-539,74,7.3*,108,100,104,-14*,100,97
SNB-19,87,84,100,88,110,21,96,100
SF-268,78,46,103,96,114,7.3*,95,100
U251,77,92,97,105,94,0.5*,103,96
SNB-75,81,54,84,88,92,5.3*,102,101
PC-3,47,x,99,70,91,8.5*,94,97
SF-295,56,67,x,102,100,-44*,107,106

[9] NC1C=C(O)N=C2SCN(C(c3ccccc3)c3nc4ncncc4[nH]3)CN21 (configuration not stated)
[10] CCOc1c(Cl)cc(CNCC(O)c2ccccc2)cc1OC (configuration not stated)
[11] CSc1nc(Nc2cccc(NC(=O)/C=C/C(=O)O)c2)c(C#N)c(-c2cccc([N+](=O)[O-])c2)n1
[12] CC(C)C(=O)C(C)(C)CCc1cccnc1
[13] O=C(O)/C=C/c1ccccc1C(=O)O
[14] CC1=CC[C@H]2C(C)=CC[C@@H](C(C)C)[C@@H]2C1
[15] N#CC1=C(N)Oc2c(c(N)nn2-c2ccccc2)C1c1ccccc1 (configuration not stated)
[16] COc1cc(CNC(=O)c2ccsc2Nc2ccnc(C(F)(F)F)c2)ccc1O

screen / no.,9,10,11,12,13,14,15,16
HCC-2998,93,106,121,x,102,107,107,109
DU-145,96,100,113,107,106,106,109,107
SF-539,100,99,105,96,113,102,96,102
SNB-19,103,107,100,107,104,109,91,96
SF-268,106,106,100,104,93,100,99,94
U251,105,93,x,103,107,109,95,95
SNB-75,100,95,78,112,107,116,83,101
PC-3,99,93,105,83,96,84,91,88
SF-295,100,104,102,102,110,110,93,104

# Reformatted: three of the compounds above.
12	CC(C)C(=O)C(C)(C)CCc1cccnc1
  HCC-2998 = x | DU-145 = 107 | SF-539 = 96 | SNB-19 = 107 | SF-268 = 104 | U251 = 103 | SNB-75 = 112 | PC-3 = 83 | SF-295 = 102
13	O=C(O)/C=C/c1ccccc1C(=O)O
  HCC-2998 = 102 | DU-145 = 106 | SF-539 = 113 | SNB-19 = 104 | SF-268 = 93 | U251 = 107 | SNB-75 = 107 | PC-3 = 96 | SF-295 = 110
14	CC1=CC[C@H]2C(C)=CC[C@@H](C(C)C)[C@@H]2C1
  HCC-2998 = 107 | DU-145 = 106 | SF-539 = 102 | SNB-19 = 109 | SF-268 = 100 | U251 = 109 | SNB-75 = 116 | PC-3 = 84 | SF-295 = 110

# Going on with the list:
[17] Nc1nc(-c2cccnc2)nn1-c1nc2ccccc2s1
[18] C=CCC(=O)N[C@@H](Cc1ccc(-c2cc(Cl)cc(Cl)c2)cc1)[C@@H](O)[C@H](O)C(=O)O
[19] CCCCc1oc2ccc([N+](=O)[O-])cc2c1C(=O)c1ccc(C#Cc2ccc(C)cc2)cc1
[20] OCCOCC(F)(F)F
[21] N#Cc1c(-c2ccc(Br)cc2)n2cnnc2[nH]c1=O
[22] O=Cc1c(N2CCC[N+]3(CC2)CC[N+]2(CCCNCC2)CC3)nc(-c2ccccc2)nc1N1CCC[N+]2(CC1)CC[N+]1(CCCNCC1)CC2 (configuration not stated)
[23] S=c1[nH]nc2ccccn12
[24] Cc1ccc2nc3c4ccccc4c4ccccc4c3nc2c1

screen / no.,17,18,19,20,21,22,23,24
HCC-2998,102,78,90,104,95,66,102,116
DU-145,105,101,99,109,109,37,114,101
SF-539,98,96,96,97,96,103,99,93
SNB-19,95,105,102,117,102,104,110,120
SF-268,97,96,93,102,110,79,117,103
U251,106,94,96,105,98,102,114,101
SNB-75,99,87,95,88,93,139,89,76
PC-3,107,72,85,98,103,80,108,91
SF-295,99,97,93,103,100,101,108,94

[25] COc1ccccc1NC(=O)COc1ccc(/C=C2/Oc3cc4occc4c(OC)c3C2=O)cc1OC
[26] CC(=O)c1sc(-c2cccc(C(F)(F)F)c2)cc1N
[27] COc1ccc(/C=C2\Oc3ccc(O)c(O)c3C2=O)cc1
[28] Cc1cc(Nc2ccc(Cl)cc2)n2nc(C(F)(F)F)nc2n1
[29] N#CCc1cnc2ccccc2n1
[30] CCc1c(C)cc(Cl)c2c1C(=O)N(c1ccccc1)C2C(=O)Nc1ccccc1 (configuration not stated)
[31] O=C(c1cc2n(n1)CC(c1ccccc1)N2)N1CCOCC1 (configuration not stated)
[32] CC(C)C(=O)c1ccco1

screen / no.,25,26,27,28,29,30,31,32
HCC-2998,106,115,102,99,92,101,121,91
DU-145,114,100,110,105,108,108,108,104
SF-539,101,101,97,97,96,98,103,96
SNB-19,105,93,99,83,98,101,99,87
SF-268,103,90,100,92,95,94,99,101
U251,102,74,99,74,99,97,102,99
SNB-75,114,96,98,98,64,91,86,84
PC-3,92,92,102,81,89,90,95,91
SF-295,103,94,96,91,x,99,104,98

[33] COc1ccc(-c2nc3sccn3c2/C=C/C(=O)c2cccs2)cc1
[34] CC[C@H](Nc1ncnc2nc[nH]c12)c1nc2cccc(CC(=O)c3ccc(C(=O)OC)cc3)c2c(=O)n1-c1ccccc1
[35] CS(=O)(=O)OCC1NC(=O)C(COS(C)(=O)=O)NC1=O (configuration not stated)
[36] COc1ccc(C(=O)COc2cccc(/C=C3\CSc4ccc(C)cc4C3=O)c2)cc1
[37] O=C(O)c1ccc(-c2nn(-c3ccc(C(F)(F)F)cc3)cc2CNc2cccc(Cl)c2F)cc1
[38] COc1ccc(C(=O)Nc2ccc(-c3cc(=O)c4c(OC)c(OC)c(OC)cc4o3)cc2)cc1
[39] COC(=O)[C@H](C)NC(=O)c1cccc(-c2cc(=O)c3c(OC)c(OC)c(OC)cc3o2)c1
[40] Cc1cccc(C2CC(c3ccccc3Cl)=NN2c2ccc(-c3ccccc3)nn2)c1 (configuration not stated)

screen / no.,33,34,35,36,37,38,39,40
HCC-2998,113,99,103&90,x,108,107,102,94
DU-145,102,104,102&111,109,85,112,102,99
SF-539,98,96,98&106,103,93,91,96,97
SNB-19,92,93,110&105,97,75,72,93,89
SF-268,100,84,60&113,104,91,95,96,83
U251,106,87,94&96,97,66,95,99,84
SNB-75,x,75,100&57,95,x,88,92,66
PC-3,115,73,83&88,x,66,93,102,71
SF-295,132,89,102&133,102,76,98,95,101

[41] CCOC(=O)c1ccc[nH]1
[42] COc1ccc(-c2c(NC(C)=O)noc2-c2cc(OC)c3c(c2)OCO3)cc1
[43] N#Cc1nc(-c2ccccc2)oc1S(=O)(=O)N1CCN(CCc2ccccn2)CC1
[44] Cc1ncc(-c2ccc([N+](=O)[O-])cc2)o1
[45] O=C(c1ccc(F)cc1)n1cc(-c2ccccc2)c(-c2ccccc2)c1
[46] Cc1ccc(C2CC(c3nc(-c4ccc(Cl)cc4)oc3C)=NN2C(=O)c2ccncc2)cc1 (configuration not stated)
[47] COc1cc(-c2nc3c(c(C)nc4c3nnn4-c3ccccc3)c(=O)o2)cc(OC)c1OC
[48] O=S(=O)(Nc1ccccc1)C1CCCCC1

screen / no.,41,42,43,44,45,46,47,48
HCC-2998,88,116,114,101,100,98,130,106&116
DU-145,116,104,75,105,105,93,111,113&108
SF-539,92,99,69,102,104,89,102,95&109
SNB-19,99,93,98,102,98,77,110,107&101
SF-268,100,101,109,102,99,82,98,114&99
U251,97,91,88,89,98,88,111,102&109
SNB-75,84,94,87,67,99,82,90,95&87
PC-3,92,99,86,84,83,73,104,105&93
SF-295,114,x,99,122,x,88,104,110&105

[49] O=C1NC(c2ccc(Cl)c(Cl)c2)=C/C1=C/c1ccccc1[N+](=O)[O-]
[50] Cc1nn(-c2ccc(Br)cc2)c2nc3[nH]c(=O)[nH]c(=O)c3nc12
[51] O=C(CCn1c[n+](CC(=O)c2ccc(F)cc2F)c2ccccc21)Nc1cccc2cccnc12
[52] Nc1cc2c(cc1[N+](=O)[O-])-c1ccccc1/C2=N\O
[53] CC1(C)CC[C@]2(C(=O)NCc3cn(C4OC(CO)C(O)C(O)C4O)nn3)CC[C@]3(C)C(=CC[C@@H]4[C@@]5(C)Cc6c([nH]c7ccccc67)C(C)(C)[C@@H]5CC[C@]43C)[C@H]2C1 (some centres not stated)
[54] COc1cc2c(cc1OCCCCCCN1CCN(CC(=O)Nc3ccc(Cl)cc3C(=O)c3ccccc3Cl)CC1)N=CC1CCCN1C2=O (configuration not stated)
[55] C[C@]12CC[C@@H]3c4ccc(O)cc4CC[C@H]3[C@@H]1CC[C@@H]2NS(=O)(=O)c1cccc(Cl)c1
[56] N#C/C(=C\c1ccc(-c2cc(Cl)ccc2Cl)o1)c1nc(-c2ccccc2)cs1

screen / no.,49,50,51,52,53,54,55,56
HCC-2998,99,114,107,114,90,x,78,102
DU-145,108,114,106,81,105,x,67,109
SF-539,92,100,98,83,102,-95*,81,92
SNB-19,96,104,93,104,98,-78*,83,95
SF-268,98,110,91,80,96,-61*,57,101
U251,96,101,95,72,99,-100*,x,96
SNB-75,90,75,94,73,94,-85*,58,88
PC-3,91,111,94,74,87,-100*,31,92
SF-295,99,99,102,x,99,-95*,47,101

[57] NS(=O)(=O)c1ccc(CCn2c(SCC(=O)N/N=C/c3ccccc3[N+](=O)[O-])nc3ccccc3c2=O)cc1
[58] N#Cc1c(-c2cccs2)cc(-c2cnccn2)nc1SCc1ccccc1
[59] CC(C1=C(CN(CCc2ccccc2)C(=O)Cc2cn(-c3ccccc3)nc2-c2ccc(Cl)cc2)Cc2ccccc21)c1ccccn1 (configuration not stated)
[60] N#CC1=C(N)OC2=C(C(=O)c3ccccc3C2=O)C1c1ccc(F)cc1 (configuration not stated)
[61] CCCCc1nc2c(N)nc3ccccc3c2n1CC(C)C
[62] C=CCOc1ccccc1/C=c1\sc2ncnn2c1=O
[63] Cc1ccc(/C=N/Nc2ccc([N+](=O)[O-])cn2)cc1
[64] NCC(=O)NCC(=O)OCc1ccccc1

screen / no.,57,58,59,60,61,62,63,64
HCC-2998,101,121,93,119,91,122,106,x
DU-145,82,82,98,95,84,105,115,109
SF-539,100,96,106,98,93,121,114,107
SNB-19,92,107,96,103,82,101,100,102
SF-268,82,90,89,97,93,101,100,111
U251,72,110,100,96,91,100,93,115
SNB-75,93,64,83,65,82,97,98,101
PC-3,70,94,64,81,54,105,95,115
SF-295,98,97,116,92,67,105,110,99

[65] c1ccc2c(c1)-c1ccccc1C2N1CCOCC1
[66] Cc1cc(Cl)nc(NCc2cc(Nc3ccnc4cc(Cl)ccc34)ccc2F)n1
[67] COc1cc2c(c(O)c1OC)C(=O)NC1CCCC=C21 (configuration not stated)
[68] Cc1noc(C)c1CSc1ccccc1C(=O)N1CCN(c2cccc(C(F)(F)F)c2)CC1
[69] O=C1[C@H]2Cc3c([nH]c4ccccc34)[C@@H](c3ccc(Br)cc3)N2C(=O)CN1C1CCN(Cc2c(Cl)cccc2Cl)CC1
[70] COC(=O)c1ccc(NC(=O)CNNc2nc3ccccc3c(=O)n2-c2ccccc2)cc1
[71] O=C(CBr)OCCC1CCCCC1
[72] Nc1ncnc2c1cnn2Cc1ccccc1

screen / no.,65,66,67,68,69,70,71,72
HCC-2998,78,73,92,94,84,98,81,98
DU-145,120,52,97,96,87,105,113,107
SF-539,102,71,90,87,88,98,102,92
SNB-19,109,81,93,81,90,102,107,97
SF-268,110,58,95,95,69,102,104,104
U251,98,49,82,88,90,100,102,85
SNB-75,71,83,85,76,93,89,105,88
PC-3,96,53,80,55,56,99,100,77
SF-295,x,70,92,75,88,102,100,99

[73] CN1C(=O)CCC1C(=O)NCc1cccc(C(F)(F)F)c1Cl (configuration not stated)
[74] NNc1nc(-c2cc3ccccc3oc2=O)cs1
[75] O=C1C=CC(=Nc2cc(Br)c(O)c(Br)c2)C(Br)=C1
[76] O=C(O)c1cn(C2CC2)c2cc(N3CCN(CC(=S)Nc4ccc(Cl)cc4)CC3)c(F)cc2c1=O
[77] CC1=N/C(=C\c2cccc(Cl)c2)C(=O)O1
[78] CC(=O)Nc1cc(OC(C)=O)nc2c1CCC2
[79] CSc1ccc2c(c1)c(CCN)c(C)n2Cc1ccc(Cl)c(Cl)c1
[80] O=C1NC(=O)C(Cc2ccccc2)N1 (configuration not stated)

screen / no.,73,74,75,76,77,78,79,80
HCC-2998,x,109,111,111,94,87,-88*,x
DU-145,110,103,113,106,102,113,-89*,111
SF-539,103,96,105,94,97,107,-83*,101
SNB-19,102,98,97,93,103,106,-75*,102
SF-268,100,98,104,92,98,104,-71*,104
U251,105,90,87,110,96,99,-87*,106
SNB-75,91,99,59,x,86,95,-84*,106
PC-3,99,86,82,95,98,88,-90*,100
SF-295,101,96,114,98,106,109,-91*,103

[81] N#Cc1c(-c2ccccc2)nc(N=Nc2c(O)[nH]c3ccc(Br)cc23)[nH]c1=O
[82] O=[N+]([O-])c1ccc(/C=N/O)s1
[83] O=C1CCc2c(sc3[nH]c(=S)n(-c4ccccc4)c(=O)c23)C1
[84] Cc1c(N)cc(S(=O)(=O)O)cc1NC(=O)c1cccc([N+](=O)[O-])c1
[85] COc1cc(C2CC(C3C(=O)N(C)C(=O)N(C)C3=O)=NN2c2cc(Cl)cc(Cl)c2)cc(OC)c1OC (configuration not stated)

screen / no.,81,82,83,84,85
HCC-2998,119,111,92,97,88
DU-145,111,105,106,117,107
SF-539,103,x,105,105,96
SNB-19,102,107,101,103,92
SF-268,98,100,98,115,103
U251,98,94,102,102,93
SNB-75,x,99,91,x,100
PC-3,104,81,99,96,74
SF-295,104,110,107,97,84
